MLLE-PAM2 inh = inhibitors of microRNA-mediated deadenylation, human PABP1 MLLE binding; P11940; GST-MLLE / FITC-PAM2 fluorescence polarization; inhibition, % at 20 µM; 0.36% of 360,000 active; AID 588489; in the data active = inhibition above about 35%, passing the limit was not always enough;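 also: plate controls were DMSO wells with GST-MLLE for no effect and wells lacking GST-MLLE protein for full effect; some results filed as inactive read as strong as hits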
NRP1-CendR mod = modulators of CendR peptide binding to human neuropilin-1; O14786; FAM-RPARPAR peptide binding to NRP-1, fluorescence polarization; 0.85% of 360,000 active; inhibition, % at 25 µM;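 active = inhibition or corrected inhibition above about 18%, plus a signal ratio from 0.5 to 1.5, limit read from the data, passing the limit was not always enough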; also: strong numbers were not always called active
E coli Lon inh = E. coli protease La inhibition; 0.42% of 360,000 active; purified E. coli Lon protease, fluorescence polarization; P0A9M0; inhibition, % at 7.94 µM; in the data active = inhibition above about 13%, passing the limit was not always enough;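 also: 0% = enzyme with probe and DMSO and 100% = no enzyme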
Target sequence (P0A9M0 whole entry, looked up): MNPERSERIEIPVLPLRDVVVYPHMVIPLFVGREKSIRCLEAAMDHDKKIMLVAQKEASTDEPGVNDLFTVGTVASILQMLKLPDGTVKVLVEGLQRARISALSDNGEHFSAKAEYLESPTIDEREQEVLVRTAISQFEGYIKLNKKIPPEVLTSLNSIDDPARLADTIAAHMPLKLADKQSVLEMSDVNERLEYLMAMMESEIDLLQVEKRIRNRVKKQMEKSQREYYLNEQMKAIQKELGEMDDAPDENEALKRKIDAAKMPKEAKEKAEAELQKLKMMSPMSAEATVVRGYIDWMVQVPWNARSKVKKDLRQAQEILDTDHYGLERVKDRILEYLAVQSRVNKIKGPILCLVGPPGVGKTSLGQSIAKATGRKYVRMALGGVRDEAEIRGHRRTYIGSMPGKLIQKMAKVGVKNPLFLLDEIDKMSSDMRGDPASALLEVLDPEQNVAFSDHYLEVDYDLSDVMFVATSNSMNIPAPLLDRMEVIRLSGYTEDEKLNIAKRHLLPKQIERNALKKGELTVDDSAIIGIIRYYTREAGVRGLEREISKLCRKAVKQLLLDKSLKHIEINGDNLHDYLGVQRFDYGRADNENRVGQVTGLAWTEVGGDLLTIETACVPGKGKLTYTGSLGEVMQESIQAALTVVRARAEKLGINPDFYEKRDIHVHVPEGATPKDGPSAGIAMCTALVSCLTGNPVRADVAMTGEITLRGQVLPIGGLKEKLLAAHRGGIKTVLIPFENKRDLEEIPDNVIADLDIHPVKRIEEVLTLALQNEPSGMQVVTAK
Rin1-Abl PPI inh = inhibitors of human Rin1-Abl protein interaction; TR-FRET Rin1/Abl binding, biochemical; inhibition, % at 7.35 µM; 0.4% of 360,000 active; in the data active = inhibition above about 5%, passing the limit was not always enough
MT1-MMP act inh = inhibitors of human MT1-MMP activation | GFP/RFP ratio change, % at 20 µM | P50281 | 0.061% of 360,000 active | HT1080 RFP-PRO-GFP cells, GFP/RFP ratio fluorescence, overnight; percent of plate control window, DMSO zero;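 active = GFP/RFP ratio change of at least 30% with cell ATP level not reduced by more than half and red fluorescence within 50% of control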; also: strong numbers were not always called active
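Read-out: GFP/RFP fluorescence ratio; Test system: RFP-PRO-GFP reporter HT1080 cells; Compound dosing: single-point 20 µM compound, 1% DMSO; Times: overnight compound exposure at 37 °C.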
SKN-1 inh = C. elegans SKN-1 inhibition; inhibition, % at 21.8 µM; 0.49% of 360,000 active; C. elegans VP596 Pgst-4::GFP/RFP ratio, acrylamide-induced, 24 h;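 active = interference check ratio from 0.5 to 1.5 plus GFP to RFP signal ratio inhibition reaching or exceeding a fixed threshold, cut at about 30% in these data, passing the limit was not always enough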; also: some compounds called inactive have numbers as strong as hits
FAS-TE inh = FAS thioesterase (human) inhibition; recombinant FAS-TE, OMFH fluorogenic substrate, fluorescence endpoint; inhibition, % at 15 µM; 0.67% of 360,000 active;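 active = compounds whose normalised, plate-corrected inhibition of enzyme fluorescence in the single-dose primary screen is 50% or more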;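 also: 0% = DMSO with enzyme and 100% = substrate without enzyme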
Neddyl block = inhibitors of human cullin neddylation; TR-FRET cullin neddylation, biochemical; calls only at 25 µM; 0.58% of 360,000 active; AID 651699; in the data active = inhibition above about 36%
MsrA act = activators of bovine methionine sulfoxide reductase A. purified bovine MsrA, absorbance read-out. activation, % at 10.6 µM. 0.3% of 360,000 active. AID 602163; in the data active = activation above about 7.5%;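 also: 0% = vehicle and 100% = reference activator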
Starred values were filed as active, the others as inactive; i = inactive; / = not tested or not shown.

SMILES	MLLE-PAM2 inh	NRP1-CendR mod	E coli Lon inh	Rin1-Abl PPI inh	MT1-MMP act inh	SKN-1 inh	FAS-TE inh	Neddyl block	MsrA act
OC[C@@H]1CN(Cc2ccc(F)cc2)C[C@H](n2cnc3c(N4CCN(c5ccccc5)CC4)ncnc32)O1	-3	-7	-7	-3	1	-7	11	i	3
O=C(CSc1nc(-c2ccc(F)cc2)cs1)Nc1ccccn1	22	14	1	1	2	8	-7	i	-11
Cn1nccc1C(=O)OCC(=O)Nc1ccc(S(N)(=O)=O)cc1	3	-19	6	2	6	-1	-9	i	-1
COc1cc(NC(=O)c2cc3ccccc3cc2O)c(OC)cc1Cl	9	4	1	-2	-30	-2	16	/	-7
CC(C)Cc1ccc(-c2cc(=O)[nH][nH]2)cc1	5	2	-2	3	0	5	-6	i	-1
Cn1nc(C(F)(F)F)c2cc(NC(=O)OCC(C)(C)C)sc21	-131	1	-4	0	-1	18	8	i	-4
COCCOC(=O)C1=C(C)N=c2s/c(=C\c3cccs3)c(=O)n2C1c1cccs1 (configuration not stated)	1	-14	-2	-2	6	15	9	i	-2
O=C(COC(=O)c1ccco1)Nc1cc(S(=O)(=O)N2CCOCC2)ccc1Cl	-15	12	7	-1	1	4	-8	i	-3
COCCN(C(=S)Nc1cccc(OC)c1)C1CCN(C(C)=O)CC1	-5	14	-4	-1	-1	-15	-6	i	-13
Cc1ccccc1OCC(=O)NC(=S)Nc1ccc(Br)c(C)n1	17	-3	0	5	4	11	0	i	-2
CCN(c1ccc(OC)cc1)S(=O)(=O)c1nnc(NC(=O)COc2ccccc2)s1	9	-4	-4	-2	7	14	0	i	-3
CC(C)Nc1nc(Oc2ccc(Cl)cc2)cc(C(F)(F)F)n1	-1	2	-1	-1	-2	9	24	i	-11
CCc1nnc(NC(=O)CSc2nnc(Cc3cccn3C)n2C)s1	-12	-7	-16	0	3	-10	-11	i	-3
CC(=O)Nc1ccc(S(=O)(=O)NNC(=O)c2ccc([N+](=O)[O-])cc2)cc1	-6	3	2	-3	-1	-2	5	i	-3
CCCCn1c(N)c(N(CCOC)C(=O)CSCc2c(C)noc2C)c(=O)[nH]c1=O	4	11	3	0	-4	5	-9	i	-5
O=C(NC1CCc2ccccc21)C12CN(Cc3ccccc3)CC1C(c1cccc([N+](=O)[O-])c1)=NO2 (configuration not stated)	0	0	6	3	-10	4	39	i	-5
O=C1C2C3C=CC(CC3)C2C(=O)N1/N=C/c1ccc(O)c(O)c1 (configuration not stated)	4	-11	1	6	8	-3	-7	i	-3
Cc1oc2ccc(O)cc2c1C(=O)OC(C)C	1	11	1	0	0	15	-2	i	-2
CCC(=O)Nc1ccc(NC(=O)CSc2nnnn2CC)cc1C	0	0	3	-1	6	7	-5	i	1
CCOc1cc(/C=C2\SC(=O)N=C2N)ccc1O	-98	-50	-79	-2	-21	10	-11	i	-4
Cc1cc(Cl)ccc1NC(=S)N1CCN(C(=O)c2ccco2)CC1	-63	-4	2	0	4	-3	-2	i	1
O=C(CN1CCOCC1)Nc1ccc2c(c1)OCCO2	7	-2	-2	0	1	-2	-3	i	2
COc1cccc(-c2cc(C(F)(F)F)nc(N3CCC(C)CC3)n2)c1	0	-8	-2	3	-1	2	20	i	-2
C/C(=N\Nc1cc(N2CCOCC2)ncn1)c1ccc(O)cc1	4	9	7	-2	-7	8	-2	i	-4
CCCCCC(=O)N1C[C@H](O)[C@@H](n2cc(-c3ccc(F)cc3)nn2)C[C@@H]1c1ccc(Cl)cc1	15	-2	-3	-1	-4	-1	16	i	-1

More results follow.
SMILES	MLLE-PAM2 inh	NRP1-CendR mod	E coli Lon inh	Rin1-Abl PPI inh	MT1-MMP act inh	SKN-1 inh	FAS-TE inh	Neddyl block	MsrA act
Fc1ccccc1-c1nc(-c2ccccc2)no1	-13	2	-2	-1	-6	23	15	i	2
Cc1cccnc1NC(=O)c1ccc(S(=O)(=O)N2CCC(C)CC2)cc1	17	-9	1	-2	2	2	-4	i	-8
O=C(CCNC(=O)Cn1ccc2ccccc2c1=O)NCc1ccccn1	-6	-6	-5	0	2	-4	-4	i	-4
CC(C)Cn1c(SCc2nc3ccccc3c(=O)[nH]2)nc2ccccc2c1=O	-6	2	2	0	-4	23	0	i	0
CC(C)C(NC(=O)c1ccccc1Br)c1ccccc1 (configuration not stated)	-9	-4	0	5	1	4	0	i	-4
CCCS(=O)(=O)NC(=O)C1(C)CCN(C(=O)c2cccnc2Oc2ccccc2)C1 (configuration not stated)	-4	17	-9	-3	-4	18	-7	i	-2
Cc1cc(C)cc(-c2nnc(SCC(=O)NCc3cccs3)o2)c1	-14	0	7	-1	5	11	0	i	-2
O=C(O)/C(=C1/OC(=O)c2ccccc21)c1ccccc1	-11	1	0	2	3	2	-2	i	1
O=C1c2ccccc2C(=O)N1CCCC(=O)N1CCc2ccccc21	-5	-7	-6	0	1	12	1	i	0
COc1cc(OC)c(C(=O)Nc2ccccc2-c2ccccc2)cc1OC	-11	4	-1	0	-1	4	13	i	3
O=C(COC(=O)C1CCC1)Nc1cc(S(=O)(=O)N2CCCCC2)ccc1Cl	14	5	-1	2	-1	-6	-3	i	-5
CCOc1cccc(C(=O)NC(=S)Nc2cccc(C)c2)c1	9	3	4	-1	-1	-12	32	i	2
COc1ccc(OC)c(NC(=O)c2ccc(OCC(=O)N3CCOCC3)c(OC)c2)c1	-19	-5	-7	1	2	7	-3	i	-3
CCC(C)[C@@H](C(=O)Nc1ccc2c(c1)OCO2)N1Cc2ccccc2C1=O (some centres not stated)	3	-5	1	2	-9	7	6	i	-10
COCCn1nnnc1C(c1ccc(OC)cc1)N1CCC(C)CC1 (configuration not stated)	3	5	-8	0	-2	-18	0	i	-9
Cc1ccc(C)c(OCCC(=O)OCC(=O)NCc2ccccc2)c1	8	-8	8	3	3	-3	1	i	0
CN(C)CCCn1c(SCc2ccc(Cl)cc2)nnc1-c1ccncc1	-3	0	-12	1	1	-10	-6	i	-2
CCNC(=O)Nc1nc2ccccc2s1	-2	4	-1	1	0	11	-8	i	-1
O=C(NCCN1CCCC1=O)C1CCC(=O)N(CCc2ccc(Cl)cc2)C1 (configuration not stated)	7	-5	9	2	1	-14	-5	i	-8
CC(=O)C1CCC2C3C=CC4=CC(=O)CCC4(C)C3CCC12C (configuration not stated)	5	8	-6	1	6	1	6	i	-4
COc1cccc(C(=O)NCc2cccnc2)c1	1	0	-9	1	2	8	-6	i	-2
Cc1c(C(=O)O)sc2ncn(C)c(=O)c12	0	7	-1	2	1	16	-6	i	-2
Clc1ccc(-c2nnc(NCc3ccccc3)c3ccccc23)cc1	-2	3	-12	1	1	-1	24	i	-1
COC(=O)C(C)(N)Cc1ccc(O)cc1 (configuration not stated)	3	-2	-3	-3	-2	-14	-2	i	0
COc1ccc(NC(=O)CSc2nnc(Cn3cnc4ccccc43)n2C)cc1	7	6	-5	-1	1	-3	-5	i	0

(cont.)
SMILES	MLLE-PAM2 inh	NRP1-CendR mod	E coli Lon inh	Rin1-Abl PPI inh	MT1-MMP act inh	SKN-1 inh	FAS-TE inh	Neddyl block	MsrA act
C=CCNc1nc(-c2ccccc2)nc(-n2ccnc2)n1	-1	-5	-5	-3	18	8	0	i	0
O=C(CNC(=S)N(Cc1ccc(F)cc1)C1CCCCC1)NCCN1CCOCC1	-30	0	1	0	2	-4	-4	i	-2
COc1ccc(C(O)c2nc(-c3cc(F)cc(Cl)c3)cs2)cc1 (configuration not stated)	4	-3	-4	-3	-3	7	26	i	-3
CCC(=O)N/C(=N\OCc1ccc(F)cc1)c1nonc1NC(=O)CC	6	4	7	-1	4	-3	1	i	-2
CC1CN(C(=O)/C=C/c2ccccc2Cl)CC(C)O1 (configuration not stated)	2	15	-9	-1	1	13	-5	i	-1
COCCn1nnnc1C(c1cc2cc(C)ccc2[nH]c1=O)N1CCCCCC1 (configuration not stated)	21	6	-3	7	1	-5	-9	i	-9

Structures shown so far containing a halogen:
SMILES	MLLE-PAM2 inh	NRP1-CendR mod	E coli Lon inh	Rin1-Abl PPI inh	MT1-MMP act inh	SKN-1 inh	FAS-TE inh	Neddyl block	MsrA act
OC[C@@H]1CN(Cc2ccc(F)cc2)C[C@H](n2cnc3c(N4CCN(c5ccccc5)CC4)ncnc32)O1	-3	-7	-7	-3	1	-7	11	i	3
O=C(CSc1nc(-c2ccc(F)cc2)cs1)Nc1ccccn1	22	14	1	1	2	8	-7	i	-11
COc1cc(NC(=O)c2cc3ccccc3cc2O)c(OC)cc1Cl	9	4	1	-2	-30	-2	16	/	-7
Cn1nc(C(F)(F)F)c2cc(NC(=O)OCC(C)(C)C)sc21	-131	1	-4	0	-1	18	8	i	-4
O=C(COC(=O)c1ccco1)Nc1cc(S(=O)(=O)N2CCOCC2)ccc1Cl	-15	12	7	-1	1	4	-8	i	-3
Cc1ccccc1OCC(=O)NC(=S)Nc1ccc(Br)c(C)n1	17	-3	0	5	4	11	0	i	-2
CC(C)Nc1nc(Oc2ccc(Cl)cc2)cc(C(F)(F)F)n1	-1	2	-1	-1	-2	9	24	i	-11
Cc1cc(Cl)ccc1NC(=S)N1CCN(C(=O)c2ccco2)CC1	-63	-4	2	0	4	-3	-2	i	1
COc1cccc(-c2cc(C(F)(F)F)nc(N3CCC(C)CC3)n2)c1	0	-8	-2	3	-1	2	20	i	-2
CCCCCC(=O)N1C[C@H](O)[C@@H](n2cc(-c3ccc(F)cc3)nn2)C[C@@H]1c1ccc(Cl)cc1	15	-2	-3	-1	-4	-1	16	i	-1
Fc1ccccc1-c1nc(-c2ccccc2)no1	-13	2	-2	-1	-6	23	15	i	2
CC(C)C(NC(=O)c1ccccc1Br)c1ccccc1 (configuration not stated)	-9	-4	0	5	1	4	0	i	-4
O=C(COC(=O)C1CCC1)Nc1cc(S(=O)(=O)N2CCCCC2)ccc1Cl	14	5	-1	2	-1	-6	-3	i	-5
CN(C)CCCn1c(SCc2ccc(Cl)cc2)nnc1-c1ccncc1	-3	0	-12	1	1	-10	-6	i	-2
O=C(NCCN1CCCC1=O)C1CCC(=O)N(CCc2ccc(Cl)cc2)C1 (configuration not stated)	7	-5	9	2	1	-14	-5	i	-8
Clc1ccc(-c2nnc(NCc3ccccc3)c3ccccc23)cc1	-2	3	-12	1	1	-1	24	i	-1
O=C(CNC(=S)N(Cc1ccc(F)cc1)C1CCCCC1)NCCN1CCOCC1	-30	0	1	0	2	-4	-4	i	-2
COc1ccc(C(O)c2nc(-c3cc(F)cc(Cl)c3)cs2)cc1 (configuration not stated)	4	-3	-4	-3	-3	7	26	i	-3
CCC(=O)N/C(=N\OCc1ccc(F)cc1)c1nonc1NC(=O)CC	6	4	7	-1	4	-3	1	i	-2
CC1CN(C(=O)/C=C/c2ccccc2Cl)CC(C)O1 (configuration not stated)	2	15	-9	-1	1	13	-5	i	-1

Assay outcomes: PubChem BioAssay, several laboratories

Random draw from the library; 4% or so of the library scored in one or more.
